Source: PubChem BioAssay
NadD block: blocks S. aureus nicotinate mononucleotide adenylyltransferase; purified NadD enzyme, colorimetric absorbance read-out; inhibition, % at 20 µM; actives 0.78% (n = 360,000); AID 602399; in the data active = inhibition above about 26%; also: some compounds past the cut are filed as inactive
Rpn11 inh: blocks the human proteasome subunit Rpn11; O00487; human 26S proteasome, Ub4-pepOG fluorescence polarization; 20S core pre-blocked with epoxomicin; calls only at 20 µM; actives 0.59% (n = 360,000); AID 588493;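 active = inhibition at 20 µM, scaled to each plate's controls, above about 33%, limit read from the data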
Target sequence (O00487 whole entry, looked up): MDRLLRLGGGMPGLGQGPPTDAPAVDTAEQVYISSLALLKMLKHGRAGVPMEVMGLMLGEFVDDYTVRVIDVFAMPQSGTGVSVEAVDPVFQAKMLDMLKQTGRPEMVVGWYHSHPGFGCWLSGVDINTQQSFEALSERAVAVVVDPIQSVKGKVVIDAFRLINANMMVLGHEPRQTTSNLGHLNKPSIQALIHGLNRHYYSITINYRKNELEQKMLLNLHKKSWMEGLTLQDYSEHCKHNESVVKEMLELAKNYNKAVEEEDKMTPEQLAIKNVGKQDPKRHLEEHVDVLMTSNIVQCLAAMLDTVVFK
PABP1 MLLE inh: inhibitors of microRNA-mediated deadenylation, human PABP1 MLLE binding | P11940 | GST-MLLE / FITC-PAM2 fluorescence polarization | inhibition, % at 20 µM | actives 0.36% (n = 360,000); in the data active = inhibition above about 35%, passing the limit was not always enough;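 also: plate controls were DMSO wells with GST-MLLE for no effect and wells lacking GST-MLLE protein for full effect; some results filed as inactive read as strong as hits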
Scp1 inh: blocks human Scp-1 phosphatase activity; inhibition, % at 20 µM; Recombinant Scp1, phosphopeptide, malachite green phosphate absorbance; actives 0.88% (n = 340,000); Q9GZU7; AID 493091;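 active = inhibition above about 50% at 20 µM, limit read from the data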;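 also: plate controls were DMSO wells with enzyme for no effect and wells lacking enzyme for full effect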
Target sequence (Q9GZU7 76-261 limits assumed): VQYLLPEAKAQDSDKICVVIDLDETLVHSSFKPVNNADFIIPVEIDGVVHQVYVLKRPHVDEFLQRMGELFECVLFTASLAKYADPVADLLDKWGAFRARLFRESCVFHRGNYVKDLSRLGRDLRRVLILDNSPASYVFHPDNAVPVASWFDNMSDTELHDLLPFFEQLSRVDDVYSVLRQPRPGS
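assay system = SCP-1 phosphatase catalytic domain, residues 76-261 | buffer or medium = 50 mM Tris acetate pH 5.5, 0.005% Tween-20, 10 mM MgCl2 | incubation = enzyme reaction 45 min at room temperature, colour 5 min, stabilisation 30 min | signal = Phosphate-binding colour reagent, absorbance read at 630 nm | measure = % inhibition at 20 µM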
TbMetRS inhib: blocks T. brucei methionyl-tRNA synthetase activity; inhibition, % at 11.9 µM; purified T. brucei MetRS, ATP depletion, Kinase-Glo luminescence; actives 0.4% (n = 360,000);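 active = inhibition above a per-plate cutoff of the control wells' mean inhibition plus 3 SD, cut at about 5.5% in these data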;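 also: 0% = DMSO wells median and 100% = median of wells with control inhibitor compound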
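System: purified T. brucei MetRS enzyme / Detection: Kinase-Glo luciferase luminescence reporting remaining unconsumed ATP / Medium: HEPES buffer with MgCl2, KCl, DTT, spermine, BSA, pyrophosphatase / Replication: singlicate, one well per compound / Evaluation: percent inhibition relative to median high and low control wells / Schedule: 2 h aminoacylation at 25 °C after 15 min preincubation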
CSN inh: CSN deneddylation inhibition; AID 651999; Purified CSN, SCF-Nedd8-OG deneddylation, fluorescence polarization; inhibition, % at 12.5 µM; Q92905; actives 0.38% (n = 360,000);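 active = pattern-corrected inhibition above about 35%, with an unprinted fluorescence ratio check between 0.5 and 1.5, limit read from the data, passing the limit was not always enough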;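 also: 0% = enzyme with substrate and 100% = substrate without enzyme; some results filed as inactive read as strong as hits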
Target sequence (Q92905 whole entry, looked up, one chain of several): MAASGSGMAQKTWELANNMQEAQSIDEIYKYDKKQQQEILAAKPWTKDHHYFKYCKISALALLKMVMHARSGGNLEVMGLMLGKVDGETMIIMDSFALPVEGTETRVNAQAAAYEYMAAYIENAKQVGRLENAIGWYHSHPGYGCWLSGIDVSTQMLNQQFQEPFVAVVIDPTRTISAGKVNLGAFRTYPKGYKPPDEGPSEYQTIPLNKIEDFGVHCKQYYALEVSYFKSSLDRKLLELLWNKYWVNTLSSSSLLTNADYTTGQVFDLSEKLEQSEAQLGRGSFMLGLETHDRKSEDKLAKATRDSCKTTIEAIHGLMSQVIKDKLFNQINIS
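Assay system: purified human Csn5 enzyme expressed in HEK293T cells; Input: 0.24 nM Csn5 enzyme, final concentration; Reagent: 10 nM SCFSkp2-Nedd8OG; Compound dosing: 12.5 µM single point; Times: reaction 90 min, room temperature; Technique: fluorescence polarization readout.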
STEP block: blocks human striatal-enriched tyrosine phosphatase | P54829 | recombinant STEP, OMFP fluorogenic substrate, fluorescence | inhibition, % at 20 µM | actives 0.25% (n = 360,000) | AID 588621;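 active = inhibition at 20 µM, scaled per plate between control wells, above about 37%, limit read from the data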;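 also: 0% = DMSO with enzyme and substrate and 100% = substrate only without enzyme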
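System: STEP phosphatase, cell-free reaction; Buffer or medium: Bis-Tris pH 6.0 buffer with DTT, detergent; Incubation: 20 min at room temperature, dark; Measured by: fluorescence, 480/540 nm.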
DNMT1 block: inhibitors of human DNMT1; P26358; actives 0.83% (n = 360,000); inhibition (reported as % activation of signal), % at 10 µM; AID 588458; DNMT1 molecular beacon, Hinp1I cleavage, fluorescence; in the data active = inhibition above about 50%
LMPTP inh: LMPTP (human) inhibition; P24666; recombinant LMPTP-A, OMFP fluorogenic substrate, fluorescence intensity; inhibition, % at 20 µM; actives 0.22% (n = 360,000); AID 651560;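 active = compounds that cut the enzyme signal by at least half of the control window in the single-dose screen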;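 also: plate controls were DMSO wells with enzyme plus substrate for no effect and substrate without enzyme for full effect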
Target sequence (P24666 whole entry, looked up): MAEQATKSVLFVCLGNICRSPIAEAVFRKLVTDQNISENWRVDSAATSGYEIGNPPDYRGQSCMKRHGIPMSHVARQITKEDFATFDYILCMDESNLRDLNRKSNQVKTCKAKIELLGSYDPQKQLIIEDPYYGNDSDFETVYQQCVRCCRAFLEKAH
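test system = LMPTP-A | amount = 0.625 nM LMPTP-A final | reagent = fluorogenic phosphatase substrate OMFP at 400 µM final | incubation = 50 min at room temperature | benchmarks = no-enzyme low control, uninhibited high control | medium = Bis-Tris pH 6.0, DTT, detergent | signal = fluorescence intensity of OMFP turnover product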
SUMO1-SIM PPI: alters human SUMO1 binding to SIM partners; P63165; SUMO1 binding to a labelled peptide, TR-FRET, 1 h; actives 0.33% (n = 360,000); inhibition, % at 20 µM; AID 602429; in the data active = inhibition above about 37%
* hit, by the source's call; i = inactive; . = no result given; + = active, no number.

Second line of a record: NadD block	Rpn11 inh	PABP1 MLLE inh	Scp1 inh	TbMetRS inhib	CSN inh	STEP block	DNMT1 block	LMPTP inh	SUMO1-SIM PPI
> c1ccc2c(-c3cc(NCc4ccncc4)n4nccc4n3)cccc2c1
 : -1	i	15	.	-0.4	-5	-1	2	3.6	-3
> O=C(COC(=O)/C=C/c1cccc(F)c1)NC1CC1
 : 2	i	-13	-5	-0.3	-1	-2	2	-0.7	-9
> CC(=O)c1ccc(N2CC(C)(C)C2=O)cc1
 : 0	i	9	0	0.9	-2	0	0	-0.8	1
> CN1CCN(C(=O)Nc2ccccc2CC[N+](=O)[O-])CC1
 : 0	i	3	-5	-0.3	-19	3	-6	-1.1	-2
> CC1(C(=O)Nc2cccc(Oc3ccccc3)c2)CCN1Cc1cccc2c1OCO2 (stereo not drawn)
 : 5	i	3	.	0.2	-4	2	-4	4.5	-1
> COc1ccc(CN(C)S(=O)(=O)c2nnc(NC(=O)c3ccccc3OC)s2)cc1OC
 : -10	i	-24	-1	-0.9	1	-2	-13	0.2	2
> COc1ccc(/C=c2\sc3nc(-c4ccccc4)c(-c4ccccc4)n3c2=O)cc1OC
 : 10	+	-17	-10	-0.1	5	6	-7	-0.7	-3
> COc1cccc(NC(=O)COC(=O)CNS(=O)(=O)c2c(F)cccc2F)c1
 : -5	i	11	-9	0.0	2	4	-7	-1.2	-4
> Cc1[nH]c2ccccc2c1C(=O)C(C)OC(=O)c1ccccc1NCCO (stereo not drawn)
 : 2	i	8	8	-0.4	11	-2	-1	2.1	1
> COc1ccc(S(=O)(=O)CC(=O)c2cc(C)c(O)c(C)c2)cc1
 : 0	i	11	14	-1.1	1	1	4	-1.2	11
> O=C(CCC(=O)Nc1ccc(F)cc1)N/N=C/c1ccccc1
 : -7	i	-8	-10	0.5	-1	2	1	-0.2	-6
> O=C(NC1CCCCC1)C1CCCN(S(=O)(=O)c2cccs2)C1 (stereo not drawn)
 : -5	i	17	-5	-0.9	5	-4	0	-0.6	-4
> Cc1ccc(Nc2nc(N)nc(CCl)n2)cc1
 : 0	i	-2	-4	-0.6	3	-3	-2	-0.6	3
> COc1ccccc1Nc1nc(N)nc(CN2CCC(Cc3ccccc3)CC2)n1
 : -7	i	-4	-2	-1.0	3	3	-1	-0.3	2
> C=C(C)C1CC=C(C)/C(=N/NC(=O)c2ccc(NC(=O)CC)cc2)C1 (stereo not drawn)
 : -2	i	-8	0	-1.6	0	0	0	-0.1	-2
> Cn1c(=O)c2c(nc(CN3CCN(c4ccccc4)CC3)n2Cc2ccccc2Cl)n(C)c1=O
 : 5	i	20	-2	-0.7	-3	3	-4	0.2	4
> CC(=O)C1[C@H](N(C)C)CC2C3CC=C4CC(O)CC[C@]4(C)C3CC[C@@]21C (stereo partly drawn)
 : -7	i	-5	4	-0.7	-1	-1	3	-1.2	3
> CC(C)n1nc(C(=O)OCC(=O)N2CC(=O)Nc3ccccc32)c2ccccc2c1=O
 : -2	i	-14	-11	-0.3	-2	-2	0	0.8	-2
> C/C(=N\NC(=O)COc1ccccc1[N+](=O)[O-])c1cccc(NC(=O)c2ccncc2)c1
 : -7	i	9	2	-0.3	-4	-2	-2	1.4	-20
> COc1ccc(-c2cc3c(=O)n(CC(=O)N4CCCC4)ncn3n2)cc1
 : -2	i	1	-8	0.1	2	-1	14	1.0	58*

Record cards, from the list above:
C/C(=N\NC(=O)COc1ccccc1[N+](=O)[O-])c1cccc(NC(=O)c2ccncc2)c1 reads NadD block: -7; Rpn11 inh: i; PABP1 MLLE inh: 9; Scp1 inh: 2; TbMetRS inhib: -0.3; CSN inh: -4; STEP block: -2; DNMT1 block: -2; LMPTP inh: 1.4; SUMO1-SIM PPI: -20
CC(=O)C1[C@H](N(C)C)CC2C3CC=C4CC(O)CC[C@]4(C)C3CC[C@@]21C (stereo partly drawn) reads NadD block: -7; Rpn11 inh: i; PABP1 MLLE inh: -5; Scp1 inh: 4; TbMetRS inhib: -0.7; CSN inh: -1; STEP block: -1; DNMT1 block: 3; LMPTP inh: -1.2; SUMO1-SIM PPI: 3

Later entries
Second line of a record: NadD block	Rpn11 inh	PABP1 MLLE inh	Scp1 inh	TbMetRS inhib	CSN inh	STEP block	DNMT1 block	LMPTP inh	SUMO1-SIM PPI
> CCCN1CCc2c(sc(NC(=O)CCS(=O)(=O)c3ccccc3)c2C(N)=O)C1
 : -4	i	1	-7	-0.5	8	-1	0	-1.0	-1
> COC(=O)c1c(NC(=O)/C=C/C(=O)O)sc(C)c1-c1ccc(C(C)C)cc1
 : 7	i	16	6	-0.1	-2	2	9	0.0	9
> Cc1ccc(-n2nc3c(c2NC(=O)c2ccc4c(c2)OCO4)CSC3)cc1
 : 22	i	7	3	-0.2	-4	-2	21	-2.5	2
> O=C(COC(=O)C1CCN(c2ccc(C(F)(F)F)cn2)CC1)NC1CCCCC1
 : 1	i	-15	-5	0.0	1	1	2	0.1	7
> CN(C)S(=O)(=O)c1cccc(C(=O)Nc2ccccc2[N+](=O)[O-])c1
 : -7	i	5	-10	0.0	-4	0	18	0.6	-20
> CCOc1ccc(C(=O)Nc2cnn(Cc3ccc(Cl)c(Cl)c3)c2)cc1
 : -7	i	1	-3	-1.1	-5	-6	-18	2.6	2
> C=CCNC(=O)c1ccc(CNS(=O)(=O)c2ccc(NC(C)=O)cc2)cc1
 : 1	i	6	-2	-0.4	-1	0	-1	-0.6	0
> COc1cc(C(=O)/C=C/c2cccnc2)ccc1O
 : 2	i	-2	2	-0.5	-3	1	2	1.6	-9
> O=C(NC12CC3CC(CC(C3)C1)C2)N1CCC(n2nnc3ccccc32)CC1
 : 1	i	-6	14	-0.5	3	-1	24	0.2	2
> Cc1onc(-c2ccccc2)c1C(=O)OCC(=O)N1CCC(C)CC1
 : -3	i	4	-10	-0.4	-1	3	6	-2.6	-2
> CC(C)(C)c1ccc(C2SCC(=O)N2c2cccc(C(=O)O)c2)cc1 (stereo not drawn)
 : -2	i	-7	-11	-1.3	-2	0	0	-0.6	6
> COC(=O)CSc1nnc(NC(=O)/C=C\c2ccc3c(c2)OCO3)s1
 : 1	i	-5	-2	-0.6	-21	-1	27	-1.2	-3
> CC1CCCCC12NC(=O)N(CC(=O)NCc1cccs1)C2=O (stereo not drawn)
 : 0	i	-8	.	0.5	-1	1	0	1.1	1
> COc1ccccc1OCc1nnc(SCC(=O)Nc2ccc(N3CCOCC3)cc2)n1C
 : -2	i	5	-5	-0.2	-3	1	2	-0.9	1
> O=C(NN1C(=O)/C(=C/C=C/c2ccco2)SC1=S)c1ccncc1
 : 4	+	0	72*	0.4	46	55*	84*	45	101*
> CCCCC(=O)Nc1ccc(C(=O)N(CC)c2ccccc2C)cc1
 : 1	i	-3	21	0.4	-2	0	1	1.2	3
> CCOc1ccc(S(=O)(=O)N2CCCCC2)cc1NS(=O)(=O)c1cccs1
 : -11	i	6	-16	-0.4	-2	-4	2	-0.4	4
> CCc1ccc(C(=O)c2cc3ccc(O)cc3oc2=O)cc1
 : -2	i	-19	-22	-0.5	3	1	3	-0.2	-27
> Oc1ccc(-c2[nH]ncc2-c2ccc(Br)cc2)c(O)c1
 : -4	i	5	-10	-0.2	1	-5	-16	1.0	7
> COc1ccc(N2CCN(C(=O)CN3C(=O)NC(C)(C4CC4)C3=O)CC2)cc1 (stereo not drawn)
 : 7	i	3	0	-0.2	8	-1	6	-0.9	0
> C/C=C1\COC(C(=O)NCc2ccccc2)(C(F)(F)F)C=C1C=C1CCCCC1 (stereo not drawn)
 : -7	i	-8	-8	-0.4	-1	8	3	4.3	1
> Cc1ccc(C)c(OCC(=O)Nc2c(C)n(C)n(-c3ccccc3)c2=O)c1
 : 2	i	20	0	-0.1	-2	6	6	-2.9	7
> CC(=O)c1c(C)[nH]c(C(=O)OCC(=O)c2ccc3c(c2)NC(=O)CO3)c1C
 : -2	i	-28	-9	-0.3	7	-1	-3	2.3	65*
> Cc1ccc(C2C=C(c3ccccc3)Nc3nc(N4C(=O)CCC4=O)nn32)cc1 (stereo not drawn)
 : 9	i	26	-8	-0.9	-7	-1	2	-0.4	-12
> CN(CC1CCCO1)S(=O)(=O)c1ccc(C(=O)N2CCN(c3ccccc3)CC2)cc1 (stereo not drawn)
 : -2	i	5	-13	-0.6	1	1	0	-1.1	4
> Cc1ccccc1OCC(=O)OCC(=O)NCCc1ccccc1
 : -2	i	5	-4	0.1	-4	0	6	-0.8	3
> c1ccc(-c2ncnc3cc4n(c23)CCC4)cc1
 : -5	i	0	0	0.3	-1	1	3	0.0	-4
> CC1CC(C)(C)CC2(C1)NC(=O)N(CC(=O)NCCc1c[nH]c3ccccc13)C2=O (stereo not drawn)
 : -5	i	4	-10	0.0	-1	-3	-3	-0.7	-1
> C=CCNC(=S)NNC(=O)COc1cccc(Cl)c1
 : 0	i	-20	-5	0.2	4	-3	1	-0.1	0
> COc1ccccc1NC(=O)/C(C#N)=C/c1cccnc1
 : 4	i	6	-5	0.2	0	-2	-4	-0.5	-1
> COc1ccc(C(=O)CCC(=O)NCCc2c[nH]c3ccccc23)cc1
 : -7	i	-4	-12	-0.5	0	4	-7	0.7	0
> O=C1C=C(c2ccc(C(=O)O)cc2)C[C@@H](c2ccc(Cl)cc2)C1
 : 1	i	-4	-6	0.5	2	1	2	-1.4	-22
> CN(CCOc1ccc(Cl)cc1)C(=O)c1cc([N+](=O)[O-])ccc1N1CCOCC1
 : -3	i	8	-4	0.0	7	7	-1	0.8	-27
